Compound activity deposited in PubChem by National Center for Advancing Translational Sciences (NCATS).
TRHR agonist = agonists of human TRH receptor; TRHR cells, calcium flux fluo-8, FDSS agonist mode; activation, % at 2 µM; 0.18% of 360,000 active; P34981; in the data active = activation above about 30%; also: 0% is about no effect
Target sequence (P34981 whole entry, looked up): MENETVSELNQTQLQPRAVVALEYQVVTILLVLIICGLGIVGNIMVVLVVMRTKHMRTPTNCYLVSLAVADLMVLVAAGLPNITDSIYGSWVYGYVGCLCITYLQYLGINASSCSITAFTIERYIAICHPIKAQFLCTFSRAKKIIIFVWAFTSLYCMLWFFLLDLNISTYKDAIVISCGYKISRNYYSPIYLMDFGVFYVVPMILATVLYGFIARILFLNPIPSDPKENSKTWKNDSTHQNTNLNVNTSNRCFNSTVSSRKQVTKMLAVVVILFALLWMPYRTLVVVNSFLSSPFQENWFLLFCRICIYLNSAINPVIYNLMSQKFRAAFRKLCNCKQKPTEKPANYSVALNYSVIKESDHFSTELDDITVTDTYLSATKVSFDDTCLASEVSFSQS
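TRHR-expressing cells, plated overnight in medium with 10% serum, were loaded with fluo-8 calcium dye at room temperature. After a 10 s baseline, library compound was pin-added and calcium release was recorded kinetically (ex 480/em 530) as agonist response.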
TRHR enhancer = allosterically enhances the human TRH receptor. P34981. enhancement, % at 2 µM. 0.66% of 360,000 active. TRHR cells, fluo-8 calcium fluorescence, EC20 TRH enhancement. AID 493056; in the data active = enhancement above about 30%; also: 0% is about no effect
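Enhancer read-out: after compound pinning and an initial kinetic agonist-mode read, an EC20 of TRH (10 nM final) was injected and fluo-8 calcium signal (Ex 480/Em 530) followed at 1 s/cycle for 100 cycles in TRHR-expressing cells.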
D1 potentiator = human D1 dopamine receptor positive modulation; P21728; HEK293 TREx D1 cells, calcium flux, dopamine EC20 potentiation; potentiation, % at 10 µM; 0.036% of 360,000 active; in the data active = potentiation above about 30%; also: 0% is about no effect
Apoferritin bind = binds horse apoferritin like a general anesthetic; 0.074% of 350,000 active; P02791; Potency, µM (series often up to 77.5 µM), inactives show top-dose activity change, negative = displacement, usual class: inhibitors; apoferritin/1-aminoanthracene competitive binding, fluorescence; also: potency is read from the fitted curve at half-maximal effect; % is scaled to controls: 0 for no effect and ±100 for the full control effect; nearly all actives have a fitted effect of over 20% in size
Target sequence (P02791 2-175 limits assumed): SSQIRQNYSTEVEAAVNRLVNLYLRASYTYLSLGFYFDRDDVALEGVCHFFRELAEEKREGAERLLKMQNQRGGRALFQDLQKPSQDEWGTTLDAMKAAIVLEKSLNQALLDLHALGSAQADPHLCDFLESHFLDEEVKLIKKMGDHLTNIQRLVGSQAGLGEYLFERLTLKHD
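Probe: 1-aminoanthracene (50% saturated, PBS). Protein: horse-spleen apoferritin, 10 uM. Incubation: 10 min, room temperature. Detection: 380 nm excitation, 535 nm emission. Analysis: normalized response, four-parameter Hill.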
D2 PAM = positively modulates the human D2 dopamine receptor allosterically; 0.34% of 340,000 active; HEK293 T-REx D2, calcium flux, EC20 dopamine potentiation; potentiation, % at 10 µM; P14416;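 active = potentiation over 3 SD above the plate norm, cut at about 30% in these data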; also: 0% is about no effect
Target sequence (P14416 whole entry, looked up): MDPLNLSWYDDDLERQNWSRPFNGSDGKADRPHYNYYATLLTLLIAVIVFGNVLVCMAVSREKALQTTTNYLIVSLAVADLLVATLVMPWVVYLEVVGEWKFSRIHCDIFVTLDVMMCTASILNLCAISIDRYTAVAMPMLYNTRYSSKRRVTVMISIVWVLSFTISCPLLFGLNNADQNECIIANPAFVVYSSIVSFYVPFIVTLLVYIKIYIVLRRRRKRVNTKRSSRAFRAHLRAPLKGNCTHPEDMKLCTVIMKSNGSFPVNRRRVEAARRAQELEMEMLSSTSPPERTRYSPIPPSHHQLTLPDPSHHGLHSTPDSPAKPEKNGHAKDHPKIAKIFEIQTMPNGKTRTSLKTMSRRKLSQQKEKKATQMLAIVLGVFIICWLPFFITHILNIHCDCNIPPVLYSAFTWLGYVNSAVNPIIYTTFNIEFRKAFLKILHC
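Tetracycline-induced Hek293 Trex D2 cells, force-coupled to calcium, loaded with no-wash calcium dye. Compound added with 180 s kinetic read for agonism, then EC20 dopamine and a further 180 s read for potentiation.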
D1 antag = blocks dopamine activation of the human D1 receptor; P21728; HEK293 TREx D1 cells, calcium flux, dopamine EC80; hits give low values; activity change, negative = inhibition, % at 10 µM; 3.2% of 360,000 active; AID 504652; in the data active = activity change below about -30%; also: % is scaled to controls: 0 for no effect and ±100 for the full control effect
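Kinetic fluorescence of a calcium dye serves as the read-out. D1-expressing Hek293 Trex cells, induced overnight at 30 C, are exposed to compound for 180 s before an EC80 dopamine addition, then read 180 s further.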
RXFP1 antag = RXFP1 (human) relaxin receptor antagonism. Q9HBX9. HEK293-RXFP1, relaxin-stimulated cAMP HTRF, 30 min; hits give low values. activity change, negative = inhibition, % at 57.5 µM. 0.59% of 350,000 active. AID 1259400;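 active = activity change of -60% or lower, but not beyond a set lower limit; inconclusive = change between -60% and -40%, or beyond the set limit; inactive = change above -40%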; also: % is scaled to controls: 0 for no effect and ±100 for the full control effect
D1 ag = activates the human D1 dopamine receptor; P21728; HEK293 T-REx D1 cells, calcium flux, agonist mode; activation, % at 2 µM; 1% of 360,000 active; in the data active = activation above about 30%; also: 0% is about no effect
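Inducible HEK293 T-REx D1 cells, force-coupled to calcium signalling, were plated at 4000 cells/well with tetracycline and held overnight at 30 C. After no-wash calcium dye loading, compound-evoked calcium rise over 180 s flagged agonists.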
RXFP1 ag = agonists of human relaxin receptor RXFP1. 0.3% of 370,000 active. HEK293T-RXFP1 cAMP TR-FRET, 30 min; response scale: percent of porcine relaxin response, buffer zero. Potency, µM (top dose mostly 57.5 µM), without a hit: at the top dose activation, actives largely listed as activators. Q9HBX9; also: potency is read from the fitted curve at half-maximal effect; % is scaled to controls: 0 for no effect and ±100 for the full control effect; nearly all actives have a fitted effect of over 60% in size; many of its hits are not listed in these tables
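HEK293 cells stably expressing RXFP1, treated 30 min at 37C with compounds plus PDE4 inhibitor Ro 20174; cAMP measured by HTRF TR-FRET. Normalized to buffer and 29 nM porcine relaxin; EC50 by Hill fit.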
Active calls of the source: *; ? = inconclusive; / = no result given; & = joins results of further samples; [ ] = remark or other dose. Unless noted, calls follow the shape of the dose curve; as a rule, active = well fitted curve in the direction sought with a large enough effect; inconclusive = small, poorly fitted or top-dose-only effect, or another doubt; inactive = no such curve, though single readings can be large; an effect the other way counts as inactive or inconclusive.

SMILES	TRHR agonist	TRHR enhancer	D1 potentiator	Apoferritin bind	D2 PAM	D1 antag	RXFP1 antag	D1 ag	RXFP1 ag
COc1ccccc1N(CC(=O)N/N=C/c1ccccc1C(=O)O)S(C)(=O)=O	0.7	-2	-4	-7%	-7	1	-2	0	2.2%
O=C(Nc1ccc(S(=O)(=O)N2CCOCC2)cc1)C1CC(=O)N(c2ccc(F)cc2)C1 (configuration not stated)	-1.2	0	-1	-15%	5	-12	-12	2	-0.2%
COc1ccc(NC(=O)c2ccccc2NC(=O)CSc2ccc(Cl)cc2)cc1	0.5	-3	0	3%	10	0	-1	5	7.1%
CCOC1=C/C(=C/c2c(N)n3nc(-c4ccccc4)sc3nc2=O)C=CC1=O	2.2	-5	-2	-16%	/	6	1	7	-0.2%
COc1ccc(N(C(=O)Cc2cccs2)C2C=CS(=O)(=O)C2)cc1 (configuration not stated)	-0.3	0	0	-5%	4	3	-14	3	0.4%
CCc1ccc(NC(=O)N(CCCOC(C)C)C2CCN(C(C)=O)CC2)cc1	0.3	3	0	-13%	/	1	-1	5	0.2%
CC(C)(C)NC(=O)C(=O)NNC(=O)c1cccc(Br)c1	0.3	-6	-4	-4%	-1	2	-12	2	-3.5%
Cc1ccc(C(=O)NC(=S)Nc2cccc(NC(=O)c3ccccc3Cl)c2)cc1[N+](=O)[O-]	-0.5	-2	17	-6%	-23	-10	-2	5	-0.3%
COc1cccc(OCCNc2ccc([N+](=O)[O-])cn2)c1	-0.4	-3	-6	/	12	-22	12	3	-3.4%
COc1ccnc(NCc2ccc(Cl)cc2)c1C#N	0.2	0	0	-7%	-3	0	5	2	1.8%
Cc1ccc(S(=O)(=O)N2CCC(C(=O)O)CC2)cc1	0.0	3	0	0%	0	7	13	1	-0.8%
CCOc1ccc(CCn2c3c(c(=O)[nH]c2=O)C(NC(=O)c2ccccc2)(C(F)(F)F)C(=O)N3)cc1OCC (configuration not stated)	0.8	-3	-6	0%	18	-9	/	0	1.5%
COc1cccc(-c2cc(C(=O)Nc3cccnc3)c3ccccc3n2)c1	-0.1	7	3	?	9	-12	-35	1	1.2%
CN(C(=O)c1cc2n(n1)C(C(F)(F)F)CC(c1ccco1)N2)c1ccccc1 (configuration not stated)	0.8	-3	-5	-3%	-2	-50*	-12	0	-1.4%
COC(=O)CN=Cc1c(O)n(-c2ccc(Cl)cn2)c(=O)c2ccccc12	0.8	0	4	-17%	-1	-6	0	-2	1.9%
O=C(c1cccnc1)N1CCc2ccccc2C1	-0.2	-4	1	-9%	-2	-3	4	1	-0.5%
CC(C)Nc1nc(NC(C)C)nc(N(C)C#N)n1	0.0	-1	4	-9%	4	3	-7	0	-0.9%
O=C(c1ccc2[nH]c(=O)c(=O)[nH]c2c1)N1CCc2ccccc21	0.6	-4	1	-13%	5	-10	-4	0	2.1%
CSc1ccc(CN2C(=O)NC3(CCCCCC3)C2=O)cc1	0.7	-2	-8	-19%	21	-20	-3	1	1.9%
CCCc1c(C(=O)N/N=C(\C)c2ccc(O)cc2)nnn1-c1nonc1N	-0.1	1	-5	-10%	5	3	4	9	0.1%
CSCC[C@H](NC(=O)NC1CCCC1)C(=O)O	-0.8	-5	-1	-2%	6	7	-4	0	0.8%
CCOC(=O)c1c(C)[nH]c(C)c1C(=O)COC(=O)/C=C/c1ccc(Cl)cc1	-0.3	27	-7	-23%	1	-11	/	-1	2.2%
Cc1ccc(-c2nn(-c3ccccc3)cc2C(=O)N2CCOCC2)cc1C	-0.2	1	-3	-14%	-3	/	-17	-2	0.9%
O=C(COCc1cc(-c2ccc3c(c2)OCO3)on1)Nc1cccnc1	0.5	-1	-5	-5%	0	-10	-4	4	-2.1%
CC(C)C(OC(=O)CCCC(=O)Nc1nccs1)C(=O)NC1CCCCC1 (configuration not stated)	-0.7	2	0	1%	8	-3	-5	0	2.7%
S=C(Nc1cccnc1)NC1CCCCCCC1	0.0	2	-1	-1%	6	-9	0	15	4.6%
CCN(Cc1nc(-c2ccc(OC)c(OC)c2)no1)S(=O)(=O)c1ccc(OC)cc1	0.3	-4	2	6%	5	-34*	-7	1	-2.0%
COc1ccccc1CNC(=O)c1ccc2nc3[nH]c4ccccc4c3nc2c1	0.3	10	0	-6%	2	-19	-8	5	-0.4%
Cc1cccc(NC(=O)c2cnc3n(c2=O)CCS3)c1	1.3	-4	-3	2%	3	4	11	0	0.1%
Fc1cccc(Cl)c1CNc1ccc(N2CCCC2)cc1	-0.1	3	7	-19%	0	-5	-7	-1	-0.4%
CC1(C)C(=O)Nc2ccccc2N1C(=O)COC(=O)CCSc1ccccc1	-0.8	-1	-5	-23%	-18	3	4	4	0.4%
O=C(NCc1ccccc1CN1CCCCC1)c1ccc(Cl)cc1N1CCCC1=O	0.0	1	/	/	-16	2	5	2	1.2%
N=C1S/C(=C\c2ccco2)C(=O)N1c1nccs1	0.9	-4	-1	-15%	-7	6	-24	3	-1.3%
O=S(=O)(c1ccccc1)N(CC(O)COc1ccccc1)c1ccccc1 (configuration not stated)	1.3	17	-9	-13%	-10	-31*	-15	3	3.3%
COc1ccc(CNS(=O)(=O)c2ccc3c(c2)CCN3C(=O)C2CC2)cc1	0.3	-9	-3	-14%	-13	-23	-14	7	-0.7%
CCn1c(SCC(=O)NCc2cccs2)nnc1-c1cccs1	-0.1	2	4	-3%	-10	-39*	18	4	0.5%
CN(C(=O)COC(=O)c1ccccc1C(=O)N(C)c1ccccc1)c1ccccc1	0.5	1	-9	-11%	-10	-10	2	2	5.2%
Cc1ccc(C)c(NC(=S)N2CCN(Cc3ccccc3)CC2)c1	-1.3	7	-7	-9%	6	-18	-1	5	-0.3%
FC(F)(F)c1cnc2c(c1)Nc1ccccc1S2	0.5	-2	-2	-14%	-2	-1	-13	1	-0.1%
O=C1NC[C@@H](Cc2cccc3ccccc23)N(CC2CCCCC2)C1=O	-0.9	-2	2	-2%	-5	18	/	2	0.0%
CSCCC(C(=O)N1CC2(C)CC1CC(C)(C)C2)N1C(=O)c2ccccc2C1=O (configuration not stated)	0.2	1	-1	-5%	-1	7	0	-4	2.5%
O=C(c1c(F)cccc1F)N1CCCC(c2nc(-c3ccc(F)cc3)no2)C1 (configuration not stated)	0.5	3	2	?	3	-31*	3	6	0.6%
O=C(Nc1ccccn1)[C@@H]1CCC(=O)N1C(=O)OCc1ccccc1	0.3	-5	-1	-9%	1	-31*	13	3	-0.3%
O=C(CN1C2=NCCN2c2ccccc21)N1CCOCC1	0.0	3	-5	-11%	-8	2	-5	3	1.8%
Cc1nnc(SCc2cccc(Cl)c2)n(N)c1=O	-0.5	24	-1	-16%	-5	-18	6	4	2.6%
CCn1c2ccccc2c2cc(CN3CCN(Cc4ccc(OC)c(OC)c4)CC3)ccc21	-0.4	8	0	-5%	-14	2	7	8	-2.6%
Cc1nc2ncnn2c(C)c1CCC(=O)NCCC1=CCCCC1	0.2	8	-6	-9%	0	-5	3	-1	2.1%
Cc1cccc(NC(=O)CCN2CC(C)CC(C)C2)c1 (configuration not stated)	0.2	0	-4	-8%	6	11	0	2	2.5%
CCOc1ccc2nc(-c3ccccc3)nc(SCC(=O)Nc3ncc(C)s3)c2c1	0.2	-2	-4	-6%	14	10	4	0	0.4%
COc1ccc(S(=O)(=O)NCc2nc3nc(C)cc(C)n3n2)cc1OC	0.6&0.1	2&-4	-1&2	-12%&1%	-1&5	1&9	-1&0	1&-1	5.4%&0.3%

Reprinted at random: 4 entries already listed
SMILES	TRHR agonist	TRHR enhancer	D1 potentiator	Apoferritin bind	D2 PAM	D1 antag	RXFP1 antag	D1 ag	RXFP1 ag
CCn1c2ccccc2c2cc(CN3CCN(Cc4ccc(OC)c(OC)c4)CC3)ccc21	-0.4	8	0	-5%	-14	2	7	8	-2.6%
CC(C)C(OC(=O)CCCC(=O)Nc1nccs1)C(=O)NC1CCCCC1 (configuration not stated)	-0.7	2	0	1%	8	-3	-5	0	2.7%
COc1ccccc1CNC(=O)c1ccc2nc3[nH]c4ccccc4c3nc2c1	0.3	10	0	-6%	2	-19	-8	5	-0.4%
O=C(CN1C2=NCCN2c2ccccc21)N1CCOCC1	0.0	3	-5	-11%	-8	2	-5	3	1.8%

Other structures:
SMILES	TRHR agonist	TRHR enhancer	D1 potentiator	Apoferritin bind	D2 PAM	D1 antag	RXFP1 antag	D1 ag	RXFP1 ag
Cc1cc(C)c2oc(C(=O)N3CCN(C)CC3)cc(=O)c2c1	0.1	-1	-4	4%	-13	-1	6	1	6.0%
Cc1ccc(S(C)(=O)=NC(=O)NC(=O)c2c(F)cccc2Cl)cc1 (configuration not stated)	-1.0	-3	5	21%	8	-4	-2	5	4.9%
O=C(CSc1nc(-c2ccccc2Cl)ns1)NCc1ccco1	-0.5	-6	-8	-17%	-3	-6	10	4	-1.4%
Cc1ccc(CSc2nn3c(=O)c(C)nnc3s2)cc1	0.1	-6	-6	0%	2	-4	0	0	6.0%
Cc1cc(C)c(NC(=O)Nc2csc3c2CCCC3)c(C)c1	0.3	-3	-4	3%	-9	-4	-5	0	0.7%
CCN(c1ccc2c(c1)OCO2)S(=O)(=O)c1cc(Br)cc2c1N(C(=O)C1CC1)CC2	0.2	-3	-2	4%	-16	26	7	2	3.2%
O=C1CC(c2cccc(Br)c2)C2=C(COC2=O)N1 (configuration not stated)	-0.1	7	-1	0%	3	-9	4	2	0.4%
CC(C)(C)c1ccc(Oc2nc3ccccn3c(=O)c2/C=C(\C#N)c2nc3ccccc3s2)cc1	-0.2	8	1	?	10	13	0	4	7.8%
Cc1[nH]n(-c2ccccc2)c(=O)c1C=Nc1cnc2ccccc2c1	0.9	0	-2	0%	1	-1	-4	1	0.7%
CCCC(=O)N(CCN1CCOCC1)c1nc2c(OC)ccc(C)c2s1	0.6	0	-1	-13%	-7	4	-1	3	-0.4%
COc1ccc(C(=O)COC(=O)C2CCN(c3ccc(C(F)(F)F)cn3)CC2)c(OC)c1	1.3	9	-2	/	-1	9	-31	12	-0.9%
C[C@H](NC(=O)c1nc[nH]c1C(=O)NC(c1ccccc1)c1ccccc1)C(=O)OC(C)(C)C	-0.8	-2	-2	-10%	/	2	/	14	-0.5%
COc1ccc(C2C(C(=O)Nc3ccccc3)=C(C)Nc3nc(-c4ccccc4)nn32)cc1OC (configuration not stated)	1.9	5	-6	-6%	5	1	/	0	15%
N#C/C(=C\c1cn(Cc2ccc(F)cc2)c2ccccc12)C(=O)NCc1ccco1	1.1	-3	-11	48%[activator]	11	-36*	-5	7	1.5%

This is a subset (hit frequency here may not be typical).
